# RAM network inh – blocks the yeast RAM network; S. cerevisiae dse1pr::URA3 reporter, 5-FOA growth OD615, 2 d; analog-sensitive cbk1-as2 kinase mutant strain; inhibition, % at 50 µM; actives 1.8% (n = 190,000); AID 868;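 active = inhibition above a set limit, 3 SD over mean compound inhibition, cut at about 8.4% in these data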;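 note: 0% = DMSO-only wells with no growth and 100% = 10 µM 1-NA-PP1 full growth; inhibition rescues growth on 5-FOA so higher OD means more RAM inhibition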
# S1P3 antag – antagonists of human S1P3 receptor. actives 0.27% (n = 170,000). Q99500. inhibition, % at 4.98 µM. CHO S1P3 NFAT-BLA reporter, FRET fluorescence, antagonist mode;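 active = inhibition above the plate cutoff, the mean inhibition of test wells on that plate plus 3 SD, cut at about 28% in these data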;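 note: cells challenged with S1P at its EC80 of 0.8 µM; blue over green emission ratio from cleaved BLA substrate after 4 h stimulation; 0% = S1P-stimulated wells and 100% = unstimulated DMSO-only wells; some compounds past the cut are filed as inactive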
# Target sequence (Q99500 whole entry, looked up): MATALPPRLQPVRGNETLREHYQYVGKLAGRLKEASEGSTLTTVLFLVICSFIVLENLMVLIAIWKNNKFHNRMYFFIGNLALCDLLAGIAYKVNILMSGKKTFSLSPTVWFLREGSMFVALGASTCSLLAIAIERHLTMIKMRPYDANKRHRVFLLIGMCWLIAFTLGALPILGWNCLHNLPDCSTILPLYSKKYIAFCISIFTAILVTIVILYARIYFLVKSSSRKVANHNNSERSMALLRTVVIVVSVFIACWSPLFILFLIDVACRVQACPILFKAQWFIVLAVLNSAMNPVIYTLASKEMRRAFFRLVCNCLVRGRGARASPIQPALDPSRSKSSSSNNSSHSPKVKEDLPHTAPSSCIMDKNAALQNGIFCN
# L major viab – reduces viability of Leishmania major promastigotes; inhibition, % at 10 µM; actives 9% (n = 200,000); resazurin fluorescence viability;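 note: promastigotes grown with compound for 44 hours at 28 °C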
# PMI act – phosphomannose isomerase (human) activation; P34949; purified human PMI, coupled resazurin fluorescence, 20 min; hits give high values; 1 = vehicle control, 0 substrate-free wells; activation factor at 20 µM; actives 0.005% (n = 190,000);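 active = activation factor of 2 or more at 20 µM, relative to plate controls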
# Target sequence (P34949 whole entry, looked up): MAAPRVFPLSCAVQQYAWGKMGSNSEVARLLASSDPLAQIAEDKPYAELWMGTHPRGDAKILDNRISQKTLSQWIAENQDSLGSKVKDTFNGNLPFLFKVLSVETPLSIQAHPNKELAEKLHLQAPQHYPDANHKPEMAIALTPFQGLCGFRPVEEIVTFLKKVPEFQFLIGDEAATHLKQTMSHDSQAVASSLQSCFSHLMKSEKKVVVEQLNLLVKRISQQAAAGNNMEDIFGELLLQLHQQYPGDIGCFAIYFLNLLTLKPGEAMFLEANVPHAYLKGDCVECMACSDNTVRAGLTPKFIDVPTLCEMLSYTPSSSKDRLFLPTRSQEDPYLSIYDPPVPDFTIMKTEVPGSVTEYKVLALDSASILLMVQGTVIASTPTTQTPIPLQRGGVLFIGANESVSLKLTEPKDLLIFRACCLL
# G6PDH CS – L. mesenteroides G6PDH inhibition counter-screen; Purified L. mesenteroides G6PDH, diaphorase/resazurin coupled fluorescence, 45 min; inhibition, % at 5 µM; actives 0.12% (n = 200,000)
# Hsp70 activator – Hsp70 transcriptional activation, primary screen. activation, % at 10 µM. HeLa Hsp70 promoter luciferase reporter, luminescence; scaled: vehicle 0, proteasome-inhibitor control 100%. actives 0.04% (n = 200,000). AID 1203;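 active = activation above the mean across all tested compounds plus 3 SD, cutoff set per campaign, cut at about 5.5% in these data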;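 note: 100% = MG132 at 30 µM as the positive control and 0% = DMSO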
# Redox H2O2 prof – compounds producing H2O2 with reducing agent – biochemical, NIH compound library profiling, artefact control for MLSCN library redox annotation, primary screen. DTT-dependent redox cycling H2O2, phenol red/HRP absorbance; 100% = 100 µM peroxide control, 0% = buffer. activation, % at 10 µM. actives 0.03% (n = 200,000);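 active = activation of at least 50% relative to the plate's high and low controls in the primary single-dose screen; inactive = activation below 50%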;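 note: compound incubated with DTT at 0.8 mM final as the reducing agent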
# PMI act hi M6P – increases human PMI activity with near-saturating mannose 6-phosphate. coupled PMI enzyme assay, resazurin fluorescence, 20 min; hits give high values; 1 = untreated enzyme, 0 = substrate-free blank. activation factor at 20 µM. actives 0.34% (n = 190,000). AID 1216;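 active = activation factor of 2 or more at 20 µM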
#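 Material: human phosphomannose isomerase with PGI, G6PDH, diaphorase coupling enzymes. Quantity: 15 ng/mL PMI. Medium: HEPES pH 7.4 buffer with MgCl2 and Tween-20. Reagent: Near-saturating mannose-6-phosphate, 1.0 mM. Compound: 20 µM single dose. Times: enzyme reaction with compound 20 min at room temperature. Detection: resorufin fluorescence at Ex 544/Em 590 nm.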
# Diaphorase inh – inhibits diaphorase or chemically oxidizes, flagging diaphorase assay artifacts; actives 0.69% (n = 190,000); diaphorase resazurin-to-resorufin fluorescence, NADH, 16 min; bacterial (C. kluyveri) enzyme, not human; inhibition, % at 20 µM; AID 1217;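 active = primary screen inhibition at 20 µM above a set limit, cut at about 50% in these data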;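 note: plate controls were DMSO with full reaction for no effect and wells lacking NADH for full effect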
#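 Test system: bacterial diaphorase enzyme (C. kluyveri); Quantity: 0.14 U/mL diaphorase, enzyme working solution; Times: reaction incubation of 16 min at room temperature; Measured by: fluorescence of resorufin formed from resazurin, Ex 544/Em 590 nm; Benchmarks: positive control minus NADH, DMSO neutral control.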
# TLR4-MyD88 BLA – blocks binding of human TLR4 to MyD88; HeLa CL3-4 TLR4/MyD88 BLA complementation, FRET ratio; inhibition, % at 8.4 µM; actives 0.18% (n = 200,000); AID 861; in the data active = inhibition above about 25%;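 note: 0% = vehicle and 100% = reference inhibitor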
# Diaphorase act – diaphorase activation or chemical reduction counter-screen. Diaphorase/resazurin coupled assay, resorufin fluorescence, 16 min; hits give high values; 1 = vehicle wells, 0 = NADH-free wells. activation factor at 20 µM. actives 0.005% (n = 190,000);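 active = diaphorase activity raised at least twofold by the compound at 20 µM; inactive = activation factor below 2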
#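 Assay system: Purified diaphorase enzyme from Clostridium kluyveri | Amount: Enzyme 0.07 U/mL final | Dosing: Compound 20 µM once, DMSO 1% | Timing: 16 min reaction at room temperature | Detection: Fluorescence, excitation 544 nm and emission 590 nm | Evaluation: Higher resorufin formation from activation or reduction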
# Starred values were filed as active, the others as inactive; nt = not tested or not shown. Cut-off read from the data, not from the text of the source, unless noted: active = inhibition above about 50%; inactive = the rest.
# Under each structure – RAM network inh, S1P3 antag, L major viab, PMI act, G6PDH CS, Hsp70 activator, Redox H2O2 prof, PMI act hi M6P, Diaphorase inh, TLR4-MyD88 BLA, Diaphorase act
- O=C(CN(Cc1ccc(F)cc1)C(=O)C1CSC(=O)C1)NC1CCCCC1 (stereo not drawn)
 : 2.0, nt, 98*, 1.1, 6, -0.2, -3.7, 1, 10, -5, 0.9
- CCOC(=O)N1CCN(C(=O)Nc2ccc(Cl)cc2Cl)CC1
 : -1.4, nt, -6, 1, -7, -0.2, 2.0, 1, 4, 5, 1
- c1ccc2oc(-c3csc(N4CCOCC4)n3)cc2c1
 : 2.5, -18, 6, 0.6, 5, -0.2, -0.1, 0.7, 22, -9, 0.8
- CC(=O)NC1C(=O)N=C(SC(C)C(=O)Nc2cccc(Cl)c2)NC1=O (stereo not drawn)
 : 1.7, -5, 63*, 1, -3, -0.1, 0.6, 1.1, 4, -2, 1
- O=C(COC(=O)c1ccccc1C(=O)c1ccccc1)c1ccco1
 : 0.6, 17, 0, 0.9, -7, -0.2, 1.7, 0.9, 12, -10, 0.9
- COc1ccc(S(=O)(=O)NCCC(C)C)cc1C
 : 3.6, nt, -6, 1, 3, -0.2, 1.2, 1, -1, -4, 1
- C=CCn1c(SCC(=O)Nc2sc3c(c2C#N)CCC3)nnc1C1COc2ccccc2O1 (stereo not drawn)
 : 6.3, nt, -8, 1, 6, 0.3, 0.2, 0.9, 21, -23, 0.8
- Cc1ccc(S(=O)(=O)c2cnc(-c3ccccc3)nc2N2CCCCC2)cc1
 : 8.0, -11, 30, 0.8, 16, -0.4, 0.1, 0.9, 19, 8, 0.8
- CCN(CC)C(=O)CSc1nnc2cc(C)c3ccccc3n12
 : 2.2, -16, 7, 1.2, 8, 0.7, -0.8, 1.1, -13, -12, 1.1
- N#C/C(=C\c1ccc(Sc2nc3ccccc3[nH]2)o1)c1ccccc1
 : 3.5, nt, 19, 0.9, -7, -0.5, 0.3, 1, 19, 14, 0.8
- CN1c2ccsc2/C(=N/NC(=O)c2c(F)cccc2F)CS1(=O)=O
 : 0.6, nt, -4, 0.9, 17, -0.6, -0.1, 1, 13, -4, 0.9
- Cc1cccc(C(=O)NCc2nnc3c4ccccc4c(-c4ccccc4)nn23)c1
 : 12*, -21, 5, 0.9, -16, -0.2, 0.8, 1, 20, 1, 0.8
- Cc1scc(C(=O)NNC(=S)NCC(C)C)c1C
 : 0.8, 8, -1, 1.1, 8, -0.4, 0.3, 1, 8, -10, 0.9
- Cc1cc(OCC(=O)O/N=C(\N)c2ccccc2)ccc1Cl
 : 8.1, 0, 39, 0.8, 4, 0.0, 0.3, 0.9, 0, 6, 1
- CCOc1cc(/C=C/C(=O)O)ccc1OCc1ccccc1
 : 3.9, -3, 5, 1.1, 5, 0.0, -0.1, 1.1, 13, -30, 0.9
- O=C(Cn1ncc2c1-c1ccccc1OC2)N1CCN(c2ccccn2)CC1
 : 0.0, 11, -5, 0.9, -25, -0.3, -0.2, 0.9, 14, -5, 0.9
- CCCOc1cccc(C(=O)Nc2ccc(Br)cc2F)c1
 : 1.1, -12, -5, 1.1, 6, 0.1, -0.4, 1, 6, -8, 0.9
- CCOC(=O)N1CCN(C(=O)c2cccc(F)c2)CC1
 : -0.6, -17, -6, 1, 4, 0.2, -0.1, 1, -3, 2, 1
- CCOC(=O)Cc1[nH]nc2c1C(c1cc(OC)ccc1OC)C(C#N)=C(N)O2 (stereo not drawn)
 : -0.3, nt, 1, 1.1, 12, 0.1, 2.1, 1, 6, 3, 0.9
- Cc1ccc(C(=O)O)cc1NC(=S)NC(=O)c1ccc([N+](=O)[O-])c(C)c1
 : 1.2, -7, -8, 1.1, 0, -0.2, 0.4, 1, -2, 1, 1

# Under each structure – RAM network inh, S1P3 antag, L major viab, PMI act, G6PDH CS, Hsp70 activator, Redox H2O2 prof, PMI act hi M6P, Diaphorase inh, TLR4-MyD88 BLA, Diaphorase act
- COC(=O)C(C(=O)OC)C(C[N+](=O)[O-])c1ccc(O)c(OC)c1 (stereo not drawn)
 : 2.0, -2, 20, 1.1, 21, -0.3, 0.1, 1.1, -4, -15, 1
- Cc1nonc1C(=O)N/N=C/c1ccc(O)cc1
 : 0.9, -2, 40, 1, -8, -0.2, -0.4, 1.1, -3, 3, 1
- COc1ccc(-c2cc(C(=O)N3CCN(c4ccccc4)CC3)c3ccccc3n2)cc1OC
 : 0.5, nt, 5, 0.9, -3, -0.1, 0.3, 0.9, 18, 1, 0.8
- COc1ccc(Cn2c(SCC#N)nc3ccc(N4CCOCC4)cc3c2=O)cc1
 : 5.6, 13, -2, 1.1, 32, 0.0, -0.7, 0.6, 25, -3, 0.7
- Cc1ccc(/C=N/N(Cc2ccccc2)c2ccccc2)o1
 : 3.6, 5, 2, 1, 5, 0.1, -0.2, 0.6, 5, 4, 1
- O=C(NCCN1CCN(c2ccccc2F)CC1)C1CCCN(S(=O)(=O)c2cnc[nH]2)C1 (stereo not drawn)
 : -0.1, -28, -6, 1, 0, 0.3, -0.9, 1, 13, 2, 0.9
- O=C(NCCN1CCOCC1)c1cnn2c1NC(c1cccs1)CC2C(F)(F)F (stereo not drawn)
 : 2.2, -18, 2, 1, 1, -0.3, -0.2, 1.1, 9, -8, 0.9
- COc1ccc(C(=O)NCCNc2ccccc2[N+](=O)[O-])cc1
 : -0.2, -9, 10, 0.9, 6, 0.1, 0.5, 0.9, 1, 14, 1
- Cc1ccc(N2CCN(C(=S)c3ccc(N(C)C)cc3)CC2)cc1
 : 1.1, 5, 8, 0.8, -23, -0.2, 0.8, 1.2, 11, -14, 0.9
- COc1ccc(OC)c(-n2c(=S)[nH]c3cc(C(=O)N(C)Cc4ccccc4)ccc3c2=O)c1
 : 4.2, 14, -4, 0.9, -2, 0.2, -0.1, 0.9, 26, -6, 0.7
- Cc1cc(NC(=O)CCSc2ccccc2)ccc1Br
 : 14*, -8, 7, 0.8, 10, -0.2, 0.3, 0.9, 15, -1, 0.8
- Cn1nnnc1Sc1c(Cl)cccc1[N+](=O)[O-]
 : 1.2, -9, 3, 1.1, 6, -0.5, -0.6, 1.1, 6, -13, 0.9
- O=C(COC(=O)c1c[nH]c(=O)[nH]c1=O)Nc1ccccc1F
 : 0.2, -6, -8, 1.1, 7, -0.3, -1.9, 1, 2, 2, 1
- COc1ccccc1Nc1nc2ccccc2n1C
 : 1.6, 11, 9, 1.1, 6, 0.1, -0.8, 1.1, 5, -10, 1
- CCN(CC)C(=O)CSc1nc2ccccc2n1CC(=O)N1CCN(c2ccccc2OC)CC1
 : 1.4, nt, 15, 1.1, 2, -0.3, -1.8, 1.1, 10, -3, 0.9
- CCN1CCN(c2oc(-c3ccc(OC)cc3)nc2C#N)CC1
 : nt, -4, 8, nt, nt, -0.7, 0.0, nt, nt, 4, nt
- CC(NS(=O)(=O)c1ccc(Br)cc1)C(c1cccs1)N1CCN(C)CC1 (stereo not drawn)
 : 1.7, -13, 9, 0.9, 8, -0.4, 0.1, 0.9, 9, -10, 0.9
- O=C(Cn1c(CO)nc2ccccc21)Nc1cc(C(F)(F)F)ccc1N1CCOCC1
 : 2.6, 11, -4, 1, 12, 0.0, 0.2, 1, 4, 10, 1
- N#Cc1cc(C#N)c(N2CCN(c3ccccn3)CC2)nc1N
 : 0.3, nt, 2, 0.9, 5, 0.5, -4.8, 1, 0, -12, 1
- c1cncc(C(c2nnnn2C2CCCC2)N2CCN(Cc3ccc4c(c3)OCO4)CC2)c1 (stereo not drawn)
 : -0.8, -14, 91*, 1, -6, -0.5, -0.3, 1, 13, -3, 0.9

# Under each structure – RAM network inh, S1P3 antag, L major viab, PMI act, G6PDH CS, Hsp70 activator, Redox H2O2 prof, PMI act hi M6P, Diaphorase inh, TLR4-MyD88 BLA, Diaphorase act
- Cn1c(=O)c2c(nc(NCc3ccco3)n2Cc2ccccc2Cl)n(C)c1=O
 : 4.6, nt, 3, 1, 2, -0.5, 2.5, 1, -5, -14, 1.1
- Cc1ccc2nc(SCCCCOc3ccccc3)[nH]c2c1
 : 1.0, nt, 2, 0.8, 4, 0.3, -3.4, 0.9, 26, -6, 0.7
- COc1ccccc1NC(=O)c1cn(C)c(=O)c2cc(OC)c(OC)cc12
 : 1.7, -7, 3, 0.8, 18, -0.1, -1.1, 0.8, 17, 0, 0.8
- CN(Cc1cc(=O)n2ccsc2n1)Cc1nc2ccccc2c(=O)[nH]1
 : 1.0, 3, -2, 1.1, 6, 0.3, -3.1, 1, 12, 9, 0.9
- C/C(CC(=O)Nc1ccc2ccccc2c1)=N\NC(=O)c1cnccn1
 : 2.6, 2, -4, 1, -3, -0.2, -0.3, 1.1, -1, 3, 1
- Cc1cc(C)nc(N/N=C/c2ccccc2OCc2ccc([N+](=O)[O-])cc2)n1
 : -1.6, -8, 7, 1.2, -4, 0.0, -0.1, 1.2, 18, -6, 0.8

# Molecules from the list above containing a cyano group, in the order listed:
# Under each structure – RAM network inh, S1P3 antag, L major viab, PMI act, G6PDH CS, Hsp70 activator, Redox H2O2 prof, PMI act hi M6P, Diaphorase inh, TLR4-MyD88 BLA, Diaphorase act
- C=CCn1c(SCC(=O)Nc2sc3c(c2C#N)CCC3)nnc1C1COc2ccccc2O1 (stereo not drawn)
 : 6.3, nt, -8, 1, 6, 0.3, 0.2, 0.9, 21, -23, 0.8
- N#C/C(=C\c1ccc(Sc2nc3ccccc3[nH]2)o1)c1ccccc1
 : 3.5, nt, 19, 0.9, -7, -0.5, 0.3, 1, 19, 14, 0.8
- CCOC(=O)Cc1[nH]nc2c1C(c1cc(OC)ccc1OC)C(C#N)=C(N)O2 (stereo not drawn)
 : -0.3, nt, 1, 1.1, 12, 0.1, 2.1, 1, 6, 3, 0.9
- COc1ccc(Cn2c(SCC#N)nc3ccc(N4CCOCC4)cc3c2=O)cc1
 : 5.6, 13, -2, 1.1, 32, 0.0, -0.7, 0.6, 25, -3, 0.7
- CCN1CCN(c2oc(-c3ccc(OC)cc3)nc2C#N)CC1
 : nt, -4, 8, nt, nt, -0.7, 0.0, nt, nt, 4, nt
- N#Cc1cc(C#N)c(N2CCN(c3ccccn3)CC2)nc1N
 : 0.3, nt, 2, 0.9, 5, 0.5, -4.8, 1, 0, -12, 1

# Bioassay records from PubChem.
